Screening results (PubChem)
AHR activator – human AHR activation. AHR-responsive luciferase reporter cells, luminescence. activation, % at 5 µM. 320,000 tested, 2.5% active. AID 2796; in the data active = activation above about 47%;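 note: 0% = vehicle wells and 100% = reference agonist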
Target sequence (P35869 whole entry, looked up): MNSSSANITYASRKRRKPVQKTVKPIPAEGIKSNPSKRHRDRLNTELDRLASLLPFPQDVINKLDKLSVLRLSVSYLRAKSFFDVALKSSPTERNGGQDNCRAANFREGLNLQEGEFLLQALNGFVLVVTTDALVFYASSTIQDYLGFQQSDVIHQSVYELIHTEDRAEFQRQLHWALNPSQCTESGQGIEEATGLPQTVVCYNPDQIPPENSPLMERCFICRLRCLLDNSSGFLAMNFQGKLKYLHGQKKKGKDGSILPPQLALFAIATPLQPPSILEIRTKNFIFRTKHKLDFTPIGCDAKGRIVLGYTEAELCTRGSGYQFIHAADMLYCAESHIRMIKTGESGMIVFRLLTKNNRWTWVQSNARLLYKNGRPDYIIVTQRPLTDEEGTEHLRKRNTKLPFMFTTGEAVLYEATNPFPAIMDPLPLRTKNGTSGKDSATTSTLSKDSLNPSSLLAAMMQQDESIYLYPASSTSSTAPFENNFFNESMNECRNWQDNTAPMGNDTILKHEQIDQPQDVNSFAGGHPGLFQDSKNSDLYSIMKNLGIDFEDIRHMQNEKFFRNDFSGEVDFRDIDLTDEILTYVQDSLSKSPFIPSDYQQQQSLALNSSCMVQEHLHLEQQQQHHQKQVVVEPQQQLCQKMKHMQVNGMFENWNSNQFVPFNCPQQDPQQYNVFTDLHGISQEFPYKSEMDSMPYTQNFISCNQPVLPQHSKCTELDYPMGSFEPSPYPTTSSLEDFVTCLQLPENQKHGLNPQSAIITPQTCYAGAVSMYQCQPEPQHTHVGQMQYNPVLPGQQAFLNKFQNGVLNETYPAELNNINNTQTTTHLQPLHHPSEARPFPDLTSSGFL
ZTA DNA inh – blocks Epstein-Barr virus ZTA, an EBNA-1 counter-screen | AID 2234 | P03206 | 320,000 tested, 0.15% active | inhibition, % at 11 µM | ZTA-DNA binding, fluorescence polarization; in the data active = inhibition above about 33%
MEP2 TOR yeast – alters MEP2-GFP fluorescence in TOR pathway yeast screen | 330,000 tested, 0.51% active | S. cerevisiae MEP2-GFP strain, flow cytometry GFP, 3 h; 100% = DMSO control level | GFP response vs DMSO, % at 10 µM;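 active = GFP response versus DMSO above a set limit, roughly screen mean plus 3 SD, cut at about 180% in these data; inconclusive = fewer than 70 cells counted for a yeast strain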;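 note: median GFP fluorescence of the barcode-gated MEP2-GFP cells per well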
LAP4-GFP MLPCN – yeast TOR pathway LAP4-GFP modulation. S. cerevisiae LAP4-GFP multiplex, flow cytometry GFP, 3 h; median GFP as percent of DMSO wells. GFP response vs DMSO, % at 10 µM. 320,000 tested, 0.34% active;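 active = GFP response vs DMSO above a set limit, about the screen mean plus 3 SD, cut at about 150% in these data; inconclusive = under 70 cell events counted for the yeast strain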
proCasp7 act – counter-screen for procaspase-3 activators: activators of human procaspase-7; P55210; AID 463210; activation, % at 8.5 µM; recombinant procaspase-7, Ac-DEVD-pNA absorbance 405 nm; D23A/D198A/D206A triple mutant, cannot self-cleave; scale: DMSO 0, 5 µM enzyme 100; 330,000 tested, 0.093% active;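 active = percent activation above the screen-wide mean plus 3 SD, cut at about 25% in these data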
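signal = Epi-absorbance of released pNA at 405 nm, two timepoints | assay system = Uncleavable procaspase-7 mutant enzyme | reagent = Ac-DEVD-pNA substrate, 400 µM as added | times = 1 h enzyme–compound preincubation and 2 h substrate reaction, both 25 °C | benchmarks = low DMSO alone, high DMSO plus 5 µM PC-7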
proCasp3 act – activators of human procaspase-3 | activation, % at 8.5 µM | 330,000 tested, 0.11% active | recombinant procaspase-3 D3A, Ac-DEVD-pNA absorbance 405 nm | AID 463141;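 active = activation above the mean of all tested compounds plus 3 SD, cut at about 21% in these data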;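 note: 0% = DMSO alone and 100% = DMSO wells spiked with extra 5 µM PC-3 D3A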
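Evaluation: percent activation relative to control range; Material: Procaspase-3 D3A mutant, all three cleavage aspartates alanine; Compound: single dose, 8.5 µM nominal compound, 0.8% DMSO; Replication: one well per compound; Signal: absorbance at 405 nm, 0 and 120 min; Schedule: 1 h preincubation plus 2 h reaction at 25 °C.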
RPL19A-GFP yeast – alters RPL19A-GFP fluorescence in TOR pathway yeast screen. S. cerevisiae RPL19A-GFP strain, flow cytometry, 3 h; hits give low values. percent response vs DMSO, % at 10 µM. 330,000 tested, 0.3% active. AID 2025;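 active = percent response vs DMSO below 50%; inconclusive = fewer than 70 events counted for the yeast strain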;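 note: median channel GFP fluorescence of the barcoded RPL19A-GFP strain; ratio of sample median GFP to plate DMSO average so 100% = DMSO; lower means less RPL19A-GFP as with rapamycin TOR inhibition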
EBNA-1 inh – blocks EBNA-1 binding to DNA | EBNA-1 DNA binding, fluorescence polarization | 300,000 tested, 0.34% active | inhibition, % at 14.8 µM; in the data active = inhibition above about 28%
Starred values were filed as active, the others as inactive; ? = inconclusive; · = not tested or not shown.

The first five compounds, ahead of the listing:
canonical_smiles,AHR activator,ZTA DNA inh,MEP2 TOR yeast,LAP4-GFP MLPCN,proCasp7 act,proCasp3 act,RPL19A-GFP yeast,EBNA-1 inh
CN1CCN(C(=O)C2CCN(S(=O)(=O)c3ccc4c(c3)oc(=O)n4C)CC2)CC1,-3,9,102,96,-3,3,100,-5
S=c1[nH]ncc2ccccc12,0,-1,90,86,-4,-1,105,-11
CCc1ccc(OCc2nnc(SCC(=O)Nc3cccc(C(=O)N4CCOCC4)c3)o2)cc1,-1,9,103,92,8,4,104,-5
CCCN1CCC(NC(=O)Cc2ccc(C)cc2)CC1,-1,-21,98,98,-3,1,100,-12
CC(=O)Nc1ccc(S(=O)(=O)NNC(=O)c2cc3c4ccccc4n(C)c3s2)cc1,75*,-10,99,96,-13,2,103,13

The listing, from the first entry:
canonical_smiles,AHR activator,ZTA DNA inh,MEP2 TOR yeast,LAP4-GFP MLPCN,proCasp7 act,proCasp3 act,RPL19A-GFP yeast,EBNA-1 inh
CN1CCN(C(=O)C2CCN(S(=O)(=O)c3ccc4c(c3)oc(=O)n4C)CC2)CC1,-3,9,102,96,-3,3,100,-5
S=c1[nH]ncc2ccccc12,0,-1,90,86,-4,-1,105,-11
CCc1ccc(OCc2nnc(SCC(=O)Nc3cccc(C(=O)N4CCOCC4)c3)o2)cc1,-1,9,103,92,8,4,104,-5
CCCN1CCC(NC(=O)Cc2ccc(C)cc2)CC1,-1,-21,98,98,-3,1,100,-12
CC(=O)Nc1ccc(S(=O)(=O)NNC(=O)c2cc3c4ccccc4n(C)c3s2)cc1,75*,-10,99,96,-13,2,103,13
O=C(NCCC(=O)N1CCN(S(=O)(=O)c2ccc(F)cc2)CC1)Nc1ccccc1,-1,-1,106,104,13,2,105,·
CCSc1cc(N2CCOCC2)nc(-c2ccc(Cl)cc2)n1,1,6,100,106,-1,5,92,-9
O=C(C[C@H]1C/C=C\C[C@H](NC(=O)OCC2c3ccccc3-c3ccccc32)C(=O)OC[C@H]2CCCN2C1=O)NCCO,-1,·,111,111,4,1,95,·
Cc1ccc(N=C2N=C(N)c3ccccc32)cc1C,-2,17,106,102,-3,3,105,16
COc1cc(NS(=O)(=O)c2ccc(Nc3nc(-c4ccccn4)cs3)cc2)nc(OC)n1,2,2,94,110,0,8,98,-14
Cc1ccc(S(=O)(=O)Oc2cc(N)c3c(n2)CCC3)cc1,1,-5,106,86,-16,-5,104,1
CC(=O)c1ccc(-c2ccc(C(=O)N(C)Cc3nc4ccccc4c(=O)[nH]3)o2)cc1,3,-2,105,102,4,-3,99,·
COc1ccc(C(C(=O)NC2CCCC2)N(C(=O)c2ccoc2C)c2cc(C)cc(C)c2)cc1 (stereo not given),-1,2,98,102,6,0,95,2
COc1ccc(N2C(=O)C3CCCN3C2c2ccc(C)o2)cc1Cl (stereo not given),-1,8,99,101,-5,4,99,-2
CS(=O)(=O)N1CCN(C(=O)c2ccc(F)cc2)CC1,-1,-3,104,104,4,-1,102,1
CCOC(=O)N1CCN(C(=O)C2CCN(S(=O)(=O)c3cc(OC)ccc3OC)CC2)CC1,1,2,106,100,6,0,96,3
CC1CCCCC1NC(=O)CSc1nnc(CN2CCOCC2)n1C (stereo not given),0,1,95,97,7,7,98,-1
CC(C)C(NC(=O)c1c(F)cccc1F)C(=O)NNC(=O)c1ccccc1 (stereo not given),1,·,96,83,6,-2,98,·
O=C(c1cc(-c2ccccc2Cl)nc2ccccc12)N1CCC1,1,-14,107,105,10,-8,99,-7
CC1CCCN(C(=O)CSc2nnc(-c3c[nH]c4ccccc34)o2)C1 (stereo not given),-2,1,100,106,-2,7,98,3
CCCCN(C)CCNC(=O)C(=O)c1c(C)[nH]c2ccccc12,2,12,102,104,9,-8,111,1
COC(=O)c1ccc2c(c1)NC1=C(C(=O)CC(C)(C)C1)C(c1ccncc1)N2 (stereo not given),20,-4,103,92,2,6,104,2
CSc1ccc(/C=C/c2cc(=O)c3ccccc3[nH]2)cc1,56*,13,98,85,3,-5,96,5
CCCCC(CC)CNC(=O)C1CCCN(S(=O)(=O)c2cnc[nH]2)C1 (stereo not given),0,-9,105,98,-3,10,97,-2
O=C(CCC(=O)Nc1cccnc1)Nc1cccnc1,1,6,101,102,1,-14,98,5
FC(F)(F)c1cccc(OCCN2CCN(Cc3ccccc3)CC2)c1,1,-15,107,93,-4,1,109,3
O=C1c2ccccc2C(=O)N1CCCc1nc(-c2cccnc2)no1,7,1,108,108,-5,9,105,10
CN1C(=O)/C(=C/c2ccccc2OCc2ccccc2F)NC1=S,93*,-6,109,95,-1,-14,·,9
COCCCNC(=O)Cn1nnc(-c2ccc(NC(=O)c3cccnc3)cc2)n1,3,-1,90,99,11,6,90,-1
COC(=O)c1nnn(-c2nonc2N)c1COc1ccc(C=O)cc1OC,0,4,93,95,7,-1,95,-5
CCCN1Cc2cccc(C(=O)N3CCN(c4ccc(F)cc4)CC3)c2C1=O,-4,2,95,95,-3,2,96,1
CCN(CC)P(=O)(Nc1ccc(SC(F)F)cc1)c1ccc(N(C)C)cc1NC(=O)c1ccco1 (stereo not given),12,10,106,103,1,-2,104,-2
CC(C)(C)c1ccc(OCC(=O)OCCNC(=O)c2cccnc2)cc1,2,-13,84,83,0,-3,86,-3
CC(C)n1nc(C(=O)NNC(=O)c2ccc(OC(F)F)cc2)c2ccccc2c1=O,2,13,101,106,4,3,104,·
C[N+](C)(C)CC/C=C1/c2ccccc2CSc2ccccc21,-1,4,99,106,-20,-16,103,-9
COC(=O)c1cc(NC(=O)CSc2nncn2C)cc(C(=O)OC)c1,3,-7,?,?,6,6,?,10
CCOc1ccc(S(=O)(=O)N(CCO)CCO)cc1-c1nc2c(C(C)(C)C)nn(C)c2c(=O)[nH]1,-1,-4,92,89,1,-2,89,5
O=C(NC(Cc1ccc2c(c1)OCO2)C(=O)NC(Cc1ccccc1)C(=O)O)c1ccccc1 (stereo not given),1,8,105,109,-11,5,100,5
Cc1c(C)n2c(SCC(=O)NC3CCCC3)nnc2[nH]c1=O,3,-2,89,96,7,-2,88,-8
COc1ccc(CCNC(=O)N2CCOCC2)cc1,-1,7,93,92,8,0,89,4
Cc1[nH]c(C)c(S(=O)(=O)NCC(C)c2ccccc2)c1C(=O)N1CCCCC1 (stereo not given),1,-13,98,90,-4,-4,96,-22
O=S(=O)(c1cnc[nH]1)N1CCN(c2ccc(Cl)cc2)CC1,1,12,100,105,9,-1,99,-3
COc1cccc(C=Nc2ccc(C)c(F)c2)c1O,0,-14,91,94,8,-4,99,14
COc1cc(NC(=O)c2nccn2C)cc(C(=O)Nc2cccc(C(F)(F)F)c2)c1,23,16,91,110,4,12,98,2
COc1cccc(-c2cc3nc(-c4ccccc4)cc(=O)n3[nH]2)c1,36,-8,109,86,-3,4,105,6
CC[C@]12c3[nH]c4ccccc4c3CCN1C(=O)C(CC(=O)NC(C)(C)C)C[C@@H]2C(=O)N1CCN(C(=O)C2CC2)CC1 (stereo not given in full),-2,·,97,87,0,6,92,·
COCc1ccc(C(=O)NC2CCCc3c2cnn3-c2ccc(C)c(C)c2)o1 (stereo not given),0,14,103,106,2,0,102,3
COc1ccc(C(=O)NC(C)c2cnn(-c3ccccn3)c2C)o1 (stereo not given),1,11,100,83,0,-2,107,2
c1ccc(Cc2nc3ccccc3n2Cc2ccccc2)cc1,2,0,92,95,7,3,96,12
CCOC(=O)c1c(NC(=O)CSc2nnc(Cc3ccccc3)o2)sc(C)c1C,1,-4,94,92,1,-2,93,6
O=C(CN1CCCCC1)Nc1cccc2c1OCO2,2,-20,104,107,-3,6,93,-10
O=C(COC(=O)CCSc1ccccc1Cl)NCc1ccco1,2,9,102,107,-3,3,97,-7
O=C(Cn1c(=O)oc2cc(S(=O)(=O)N3CCCCC3)ccc21)N1CCc2ccccc2C1,-1,4,98,101,3,-2,103,5
COc1ccc2[nH]c(C(=O)NCCCn3ccnc3)cc2c1,21,12,105,91,8,-3,104,7
COCCN=C(NS(=O)(=O)c1cccs1)c1ccccc1Cl,-2,·,101,103,2,-3,101,·
CCOc1ccc(Cl)cc1S(=O)(=O)N1CCN(c2ccc(F)cc2)CC1,5,-5,93,116,1,3,94,0

Additional compounds follow:
canonical_smiles,AHR activator,ZTA DNA inh,MEP2 TOR yeast,LAP4-GFP MLPCN,proCasp7 act,proCasp3 act,RPL19A-GFP yeast,EBNA-1 inh
COc1ccc(C(=O)OCc2nnc(-c3ccccc3)o2)cc1S(=O)(=O)N1CCOCC1,-2,-20,101,101,-5,1,97,-14
COCNc1nc(OCC#N)nc(N(C)C)n1,1,-18,105,99,6,8,102,-1
O=C(COc1ccc([N+](=O)[O-])cc1)Nc1ccccc1C(=O)NC1CC1,-1,-3,102,112,2,-2,105,1
CCOC(=O)c1sc(=S)n(C)c1N,11,-26,108,113,10,2,111,-5
CC1CN(C(=O)COC(=O)/C=C/c2ccc(C(F)(F)F)cc2)CC(C)O1 (stereo not given),1,13,96,96,-2,0,95,·
CC(=O)Nc1ccc(-c2cc(-c3ccc(NC(C)=O)cc3)nc(-c3ccccc3)n2)cc1,2,-2,107,95,5,7,101,0
CC(C)(Cc1ccc(O)cc1)NC(=O)CC(=O)N=Nc1c(O)[nH]c2cc(Br)ccc12,1,4,106,105,9,-2,114,-8
CC(=O)c1cccc(CN2CCc3ccc(NC(=O)C4CCCO4)cc3C2)c1 (stereo not given),-3,-7,89,90,14,-3,102,1
